MrgX1 ag – activates human MrgX1 receptor signaling. MrgX1-HEK293 cells, Fluo-4 calcium fluorescence, agonist mode; stronger effect = higher value. B-score at 10 µM. 310,000 compounds, 0.44% hits. AID 588627;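 active means calcium response B-score plate-corrected fluorescence ratio at least 3 library SD, with starting fluorescence B-score inside 5 SD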
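Assay system: stable human MrgX1 HEK293 cell line. Quantity: 15,000 cells per well. Schedule: cells plated overnight, dye loaded 0.5 h 37 °C, 0.5 h room temperature. Detection: Fluo-4 NW calcium-flux fluorescence, kinetic read. Read-out basis: peak-minus-minimum fluorescence over baseline, converted to B scores. Control set: positive and negative control wells on each plate.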
TRPC4 potent – allosteric potentiators of mouse TRPC4 channel; 310,000 compounds, 0.42% hits; B-score at 10 µM; Q9QUQ5; HEK293 TRPC4beta/mu-opioid, DAMGO EC20, Fluo-4 Ca2+ flux; stronger effect = higher value; AID 2227;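 active means B-score of calcium response area above 5 SD of library B-scores, with initial fluorescence ratio within 5 SD of library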;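 further: B-score of integrated fluorescence ratio over time as area under calcium response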
Target sequence (Q9QUQ5 whole entry, looked up): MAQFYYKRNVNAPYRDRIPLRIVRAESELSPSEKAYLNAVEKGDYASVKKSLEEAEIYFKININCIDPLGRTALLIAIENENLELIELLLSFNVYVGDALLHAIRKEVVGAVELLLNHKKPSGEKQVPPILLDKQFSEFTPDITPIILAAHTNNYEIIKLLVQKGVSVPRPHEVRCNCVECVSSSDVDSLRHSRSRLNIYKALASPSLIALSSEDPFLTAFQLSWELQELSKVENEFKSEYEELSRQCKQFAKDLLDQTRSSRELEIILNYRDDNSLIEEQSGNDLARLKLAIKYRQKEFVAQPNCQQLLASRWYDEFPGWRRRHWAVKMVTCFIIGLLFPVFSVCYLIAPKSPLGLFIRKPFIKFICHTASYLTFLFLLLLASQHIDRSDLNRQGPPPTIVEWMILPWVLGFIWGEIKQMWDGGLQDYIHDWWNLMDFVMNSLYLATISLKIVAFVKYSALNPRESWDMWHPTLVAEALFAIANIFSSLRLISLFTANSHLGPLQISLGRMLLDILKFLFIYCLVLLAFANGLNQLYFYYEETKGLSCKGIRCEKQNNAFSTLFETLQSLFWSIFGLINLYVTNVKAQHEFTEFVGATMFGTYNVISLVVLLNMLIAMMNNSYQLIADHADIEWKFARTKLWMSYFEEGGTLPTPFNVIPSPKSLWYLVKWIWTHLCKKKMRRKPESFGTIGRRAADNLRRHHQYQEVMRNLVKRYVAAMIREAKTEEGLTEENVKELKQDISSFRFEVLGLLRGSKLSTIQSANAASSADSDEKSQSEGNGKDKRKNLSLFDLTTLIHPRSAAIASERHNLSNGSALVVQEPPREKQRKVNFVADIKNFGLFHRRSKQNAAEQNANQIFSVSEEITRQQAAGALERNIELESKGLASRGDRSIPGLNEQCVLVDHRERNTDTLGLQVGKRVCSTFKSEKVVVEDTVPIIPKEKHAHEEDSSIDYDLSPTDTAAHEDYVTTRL
TRPC6 activator – mouse TRPC6 channel activation; B-score at 10 µM; HEK293-TRPC6 membrane potential dye fluorescence; stronger effect = higher value; AID 2550; 310,000 compounds, 0.13% hits;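 active means B-score of the integrated fluorescence ratio above library mean plus 3 SD, and starting fluorescence ratio within library mean plus 5 SD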;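 further: higher score means more depolarization so channel activation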
PolyA inh – yeast polyadenylation inhibition; S. cerevisiae SKY197-pL101 polyadenylation reporter, beta-gal luminescence; efflux-impaired pdr1/pdr3 knockout yeast; score 100 = 6 SD above DMSO; calls only at 12 µM; 300,000 compounds, 0.02% hits;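 active means lowest replicate activity score at least 50, where 100 means six control SD above control mean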;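 further: yeast exposed to compound for 9 h at 30 °C; higher score means more reporter readthrough which indicates perturbed polyadenylation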
TRPC6 inh – inhibitors of mouse TRPC6 channel. HEK293-TRPC6, membrane potential dye, ACh-evoked depolarization; stronger effect = lower value. Q61143. B-score at 10 µM. 310,000 compounds, 1.1% hits. AID 2553;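 active means B-score under library mean minus 3 SD, initial fluorescence not abnormally high, positive integrated signal ratio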;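 further: B-score derived from integrated fluorescence ratio over the kinetic read; more negative B-score means stronger inhibition of depolarization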
MrgX1 antag – antagonists of human MrgX1 receptor; Q96LB2; MRGX1-HEK293 calcium flux, Fluo-4, BAM8-22 antagonism; stronger effect = lower value; B-score at 10 µM; 310,000 compounds, 1.3% hits; AID 588676;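 active means calcium-response B-score plate-corrected more than 3 library SD below zero, starting fluorescence within 5 deviations, no agonist response on first addition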;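 further: peak minus trough fluorescence over baseline after final BAM8-22 challenge near maximal dose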
TRPC4 act – TRPC4 (mouse) channel activation; Q9QUQ5; HEK293 TRPC4beta/mu-opioid, Fluo4 calcium fluorescence; stronger effect = higher value; B-score at 10 µM; 310,000 compounds, 0.49% hits; AID 2237;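 active means B-score above 5 SD of library B-scores, and initial fluorescence ratio not above library mean plus 5 SD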;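 further: positive B-score marks a calcium rise read as TRPC4 activation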
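Material: TRPC4beta and mu-opioid receptor HEK293 stable cells | Incubation: 45 min room-temperature Fluo4 loading, 110 s read | Detection: Kinetic Fluo4 calcium fluorescence | Measure: Integrated baseline-normalised fluorescence ratio, converted to per-well B score | Benchmarks: Low control buffer alone, high control maximal DAMGO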
MrgX1 allo act – human MrgX1 positive allosteric modulation, primary screen; 310,000 compounds, 0.63% hits; B-score at 10 µM; MrgX1-HEK293, Fluo-4 calcium flux, FDSS; stronger effect = higher value;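 active means plate-corrected calcium response at least 3 library SD above typical, normal starting fluorescence, not activating the receptor alone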;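 further: compound read alongside a low EC10 to EC30 dose of BAM8-22 agonist; peak minus trough fluorescence over baseline measured at the second addition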
TRPC4 block – inhibitors of mouse TRPC4 channel. Q9QUQ5. HEK293 TRPC4beta/mu-opioid, DAMGO-evoked Fluo4 calcium flux; stronger effect = lower value. B-score at 10 µM. 300,000 compounds, 0.39% hits. AID 2247;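 active means B-score over 3 SD under the library average, no early fluorescence shift, positive overall ratio signal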
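test system = HEK293 cells with stable TRPC4beta plus mu-opioid receptor expression | detection = Fluo4 Ca2+ flux fluorescence | read-out = integrated fluorescence ratio relative to baseline, converted to per-well B score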
AI-2 QS mod – modulates the Vibrio harveyi AI-2 quorum sensing system | 300,000 compounds, 0.4% hits | activity change, % at 7.5 µM | AID 2094 | Vibrio harveyi JMH597 AI-2 luminescence/OD600 ratio, 9 h; stronger effect = lower value; strain lacks LuxN and CqsS sensors; 0 = neutral-control median; in the data active means activity change below about -75%, passing the limit was not always enough;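 further: luminescence divided by OD600 gain over 9 h not by final OD600 alone; inactives centre near 13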
HIF act – HIF pathway transcriptional activation; activation, % at 7.5 µM (by protocol); 300,000 compounds, 0.32% hits; U2OS HRE-luciferase reporter, luminescence; normalized: DMSO 0%, desferrioxamine 100%;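 active means mean activation of at least 10% of the iron chelator positive control signal, with at least half of replicates also reaching 10%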
Starred values were filed as active, the others as inactive; i = inactive; x = no result given. This is a subset (hit frequency here may not be typical).

| SMILES | MrgX1 ag | TRPC4 potent | TRPC6 activator | PolyA inh | TRPC6 inh | MrgX1 antag | TRPC4 act | MrgX1 allo act | TRPC4 block | AI-2 QS mod | HIF act |
| --- | --- | --- | --- | --- | --- | --- | --- | --- | --- | --- | --- |
| CCSc1nnc(NC(=O)CSc2nc3c(c(=O)n2-c2ccccc2)SCC3)s1 | i | i | i | i | i | i | i | i | i | 21.2 | x |
| O=C(c1cc2cc(Cl)ccc2[nH]1)N1CCN(Cc2ccc3c(c2)OCO3)CC1 | i | i | i | i | i | i | i | i | i | -94.2* | -0.1 |
| c1ccc2[nH]c(-c3cnco3)cc2c1 | i | i | i | i | i | i | i | i | i | -4.8 | 0.7 |
| COc1ccc(Cl)cc1NC(=O)CN(C)C(=O)c1ccc(COc2ccccc2)cc1 | i | i | i | i | i | i | i | i | i | 42.7 | 0.1 |
| O=C(CSc1ncccn1)N/N=C/c1cccs1 | i | i | i | i | i | i | i | i | i | 21.5 | -0.2 |
| CC1=C(CCN2CCN(C3CCCC3)C(CCO)C2)C(C)(C)CCC1 (configuration not stated) | i | i | i | i | i | i | i | i | i | -22.9 | -0.9 |
| Cc1ccc(N=Nc2c(=O)[nH]n3c(C)cc(C)nc23)cc1 | i | 14* | i | i | -6.13* | i | i | i | i | 0.7 | -0.7 |
| Cn1c(=O)cc(OCC(=O)NCCCN2CCN(Cc3ccccc3)CC2)c2ccccc21 | i | i | i | i | i | -4.54* | i | i | i | 14.9 | -0.6 |
| CCN(CC)CCCNC(=O)C1c2ccccc2C(=O)N1Cc1ccc(C)cc1 (configuration not stated) | i | i | i | i | i | i | i | i | i | 7.5 | -0.1 |
| O=C(Nc1ccccc1)C1C2CCCCC21 (configuration not stated) | i | i | i | i | i | i | i | i | i | 11.8 | 0.8 |
| COc1ccc(N2CCN(S(=O)(=O)CCNC(=O)COc3ccccc3C)CC2)cc1 | i | i | i | i | -8.46* | i | i | i | i | 3.5 | -0.6 |
| Cc1ccc(C(=O)CCC(=O)N2CCN(c3ccccc3O)CC2)cc1 | i | i | i | i | i | i | i | i | i | 47.6 | -21.3 |
| COc1ccc(NC(=O)Cn2cc(S(=O)(=O)Cc3ccccc3)c3ccccc32)c(OC)c1 | i | i | i | i | i | i | i | i | i | 17.5 | -0.3 |
| Cn1c(=O)[nH]c(=O)c2c1nc(SCC(=O)O)n2CCOc1ccccc1 | i | i | i | i | i | i | i | i | i | 21.1 | -0.7 |
| COC(=O)CCCC1=CC2=CC(=O)C(C)(OC(=O)c3ccco3)C(=O)C2=CO1 (configuration not stated) | i | i | i | i | i | i | i | i | i | 25.2 | -0.6 |
| Cc1cccc(/C(N)=N/OC(=O)c2ccc(Cl)cc2Cl)c1 | i | i | i | i | i | i | i | i | i | 27.1 | -0.4 |
| Cc1ccc(C)c(S(=O)(=O)N2CCN(Cc3ccc(O)c4ncccc34)CC2)c1 | i | i | i | i | i | i | i | i | i | 23.2 | 28.9* |
| CCc1ccc(C(=O)COC(=O)CNC(=O)Cc2ccccc2)cc1 | i | i | i | i | i | i | i | i | i | 5.7 | 0.0 |
| c1ccc(-c2noc(CC3CCCCC3)n2)nc1 | i | i | i | i | i | i | i | i | i | -17.0 | 0.5 |
| Cc1ccc(-n2cc3c(-c4cccc(Br)c4)nnc(C)c3n2)cc1 | i | i | i | i | i | i | i | i | i | 8.8 | 0.0 |
| Cc1ccc(S(=O)(=O)c2c(N)n(CCCO)c3nc4ccccc4nc23)cc1 | i | i | i | i | i | i | i | i | i | 27.5 | 0.2 |
| Cc1ccc(S(=O)(=O)NCc2ccccc2)cc1C(=O)N(C)CC(=O)Nc1c(Cl)cccc1Cl | i | i | i | i | i | i | i | i | i | 15.2 | 0.0 |
| COc1cccc(-c2nn(-c3ccccc3)cc2C(=O)Nc2nccs2)c1 | i | i | i | i | i | i | i | i | i | -0.3 | -0.3 |
| Cc1cc(NC(=O)C2CCCCC2)n(-c2nc3ccccc3[nH]2)n1 | i | i | i | i | i | i | i | i | i | 10.1 | -0.7 |
| Cc1cc(C)n2nc(SCC(=O)c3ccccc3)nc2n1 | i | i | i | i | i | i | i | i | i | 10.2 | 0.7 |
| CCOC(=O)C1CCCN(C(=O)c2ccc(C)c([N+](=O)[O-])c2)C1 (configuration not stated) | i | i | i | i | -5.78* | i | i | i | i | 19.6 | -0.1 |
| Nc1nc(SCC(=O)Nc2ccc([N+](=O)[O-])cc2)[nH]c(=O)c1NC(=O)c1ccc(Br)cc1 | i | i | i | i | i | i | i | i | i | -2.0 | -0.3 |
| O=C(Nc1ccccc1C(=O)N1CCCC1)C1COc2ccccc2O1 (configuration not stated) | i | i | i | i | i | i | i | i | i | 19.0 | 0.2 |
| CC1CCN(S(=O)(=O)CCNC(=O)c2ccc3c(c2)OCO3)CC1 | i | i | i | i | i | i | i | i | i | 25.0 | -0.2 |
| CN1CCN(/N=C2/C(=O)Nc3ccc([N+](=O)[O-])cc32)CC1 | i | i | i | i | i | i | i | i | i | 8.0 | -0.8 |
| COc1ccc(C)cc1NC(=S)N1CCN(c2ccccn2)CC1 | i | i | i | i | i | i | i | i | i | 4.2 | 1.1 |
| O=C(CNC(=O)c1ccc(Cl)cc1)OCC(=O)c1ccccc1 | i | i | i | i | i | i | i | i | i | 7.4 | 0.0 |
| COc1cccc(C(=O)CSc2nnc(-c3cc(OC)c(OC)c(OC)c3)o2)c1 | i | i | i | i | i | i | i | i | i | 5.5 | 0.2 |
| CCOC(=O)CNC(=O)CSc1nnc(-c2ccncc2)n1-c1ccc(Cl)cc1 | i | i | i | i | i | i | i | i | i | 18.9 | -0.2 |
| CCN(CC)c1ccc(CNc2ccc(Br)cn2)cc1 | i | i | i | i | i | i | i | i | i | 15.9 | 1.6 |
| Cc1nc2nc(CCNS(=O)(=O)c3ccc(Cl)cc3)cn2nc1C | i | i | i | i | i | i | i | i | i | 4.5 | -0.3 |
| CC1(CCl)N([O-])C2=C(CCCC2)[N+]1=O (configuration not stated) | i | i | i | i | i | i | i | i | i | -6.4 | 0.2 |
| OCCN1CCN(CCCc2c3c(cc4c2CCC4)CCC3)CC1 | i | i | i | i | i | i | i | i | i | 17.0 | -3.5 |
| NC(=O)C1CCN(C(=O)CN2CCN(c3cccc(C(F)(F)F)c3)CC2)CC1 | i | i | i | i | i | i | i | i | i | 7.7 | -1.4 |
| COC(=O)c1ccc(C(=O)OC)c(NC(=O)Nc2ccc3c(c2)OCO3)c1 | i | i | i | x | i | i | i | i | i | 2.5 | 3.1 |
| O=C(NCc1ccccc1)C1Cc2ccccc2CN1C(=O)c1ccco1 (configuration not stated) | i | i | i | i | i | i | i | i | i | 9.6 | 0.3 |
| CC(C)Cc1nnc(NC(=O)CN2C(=O)C3CCCCC3C2=O)s1 (configuration not stated) | i | i | i | i | i | i | i | i | i | 8.6 | -1.3 |
| O=C(c1cc2ccccc2oc1=O)N(c1ccccc1)C1C=CS(=O)(=O)C1 (configuration not stated) | i | i | i | i | i | i | i | i | i | 21.1 | -0.6 |
| O=c1cc(-c2ccc(Cl)cc2)nc(N2CCN(c3ccccc3)CC2)[nH]1 | i | i | i | i | i | i | i | i | i | 11.7 | -0.5 |
| C[C@H](NC(=O)OCc1ccccc1)c1nnc([C@H](Cc2ccccc2)NC(=O)OC(C)(C)C)o1 | i | i | i | i | i | i | i | i | i | 28.2 | -0.4 |
| CCOc1ccc(-c2nc(S(=O)(=O)c3ccccc3)c(N3CCC(C(N)=O)CC3)o2)cc1 | i | i | i | i | i | i | i | i | i | 18.7 | 0.1 |
| COC(=O)[C@H](CCSC)NC(=O)NCc1cccs1 | i | i | i | i | i | i | i | i | i | 6.0 | -0.1 |
| O=C(CC1CCCC1)NCCS(=O)(=O)N1CCN(c2ccccc2F)CC1 | i | i | i | i | i | i | i | i | i | 16.7 | 0.1 |
| CSc1ccccc1NC(=O)CN(C)CC(=O)Nc1cccc(Br)c1 | i | i | i | i | i | i | i | i | i | 8.4 | -0.1 |
| CCN(CC(=O)Nc1c(F)cccc1F)C(=O)c1ccc(=O)n(Cc2ccccc2)n1 | i | i | i | i | i | i | i | i | i | 14.1 | -0.2 |
| CCOc1ccc(S(=O)(=O)Nc2cccc(C(=O)N(C)CC(=O)Nc3cccc(OC)c3)c2)cc1 | i | i | i | i | i | i | i | i | i | -13.0 | -0.6 |
| CN=C(Nc1ccc(C)c(C)c1)SC1CC(=O)N(c2ccc(OC)cc2)C1=O (configuration not stated) | i | i | i | i | i | i | i | i | i | 0.3 | -0.5 |
| COc1ccc(CC(=O)Nc2ccc(-c3noc(-c4cccc(OC)c4)n3)cc2)cc1 | i | i | i | i | i | i | i | i | i | 13.8 | 0.1 |
| CC1Cc2ccccc2N1C(=O)C1CC(=O)N(c2ccccc2)C1 (configuration not stated) | i | i | i | i | i | i | i | i | i | 1.9 | -0.3 |
| O=c1[nH]cnc2c1c(-c1ccccc1)cn2-c1ccc(Br)cc1 | i | i | i | i | i | i | i | i | i | 23.9 | -0.5 |
| [O-]/C(=C(\C(=S)NCc1ccccc1)[n+]1ccccc1)c1ccc(Cl)cc1 | i | i | i | i | i | i | i | i | i | 16.7 | 0.0 |
| c1ccc(N2CCN(c3ncccn3)CC2)cc1 | i | i | i | i | i | i | i | i | i | 16.5 | 1.6 |
| Cc1cccc(NC(=O)CSc2nnc(-c3n[nH]c4ccccc34)o2)c1 | i | i | i | i | i | i | i | i | i | 25.4 | 1.4 |
| CC(NC(=O)CSc1n[nH]c(N)n1)c1ccccc1 (configuration not stated) | i | i | i | i | i | i | i | i | i | 3.4 | -0.4 |
| CCCCn1c(N)c(N(CCOC)C(=O)c2c(-c3ccccc3)noc2C)c(=O)[nH]c1=O | i | i | i | i | i | i | i | i | i | 10.2 | -2.2 |
| N#Cc1ccsc1NC(=O)CN1C(=O)NC2(CCCCC2)C1=O | i | i | i | i | i | i | i | i | i | 9.0 | -0.3 |
| CCC1(C)N([O-])C(C)=C(c2ccccc2)[N+]1=O (configuration not stated) | i | i | i | i | i | i | i | i | i | 21.3 | -0.9 |
| Cc1cc(C(=O)CN2C(=O)NC(c3ccccc3)(c3ccccc3)C2=O)c(C)n1Cc1ccccc1 | i | i | i | i | i | i | i | i | i | 2.8 | -0.2 |
